High-throughput results (PubChem BioAssay)
USP1-UAF1 inh: USP1/UAF1 (human) deubiquitinase inhibition. O94782. recombinant USP1/UAF1, Ub-Rhodamine cleavage fluorescence. Potency, µM (series often up to 57.1 µM), for inactives: at the highest dose activity change, negative = inhibition, most hits filed as inhibitors. actives 0.23% (n = 390,000); further: potency means the concentration at half of the fitted maximal effect; on the % scale 0 is the no-effect control and ±100 the full control effect; nearly all actives have a fitted effect of over 60% in size; inactives centre near -12
Target sequence (O94782 whole entry, looked up): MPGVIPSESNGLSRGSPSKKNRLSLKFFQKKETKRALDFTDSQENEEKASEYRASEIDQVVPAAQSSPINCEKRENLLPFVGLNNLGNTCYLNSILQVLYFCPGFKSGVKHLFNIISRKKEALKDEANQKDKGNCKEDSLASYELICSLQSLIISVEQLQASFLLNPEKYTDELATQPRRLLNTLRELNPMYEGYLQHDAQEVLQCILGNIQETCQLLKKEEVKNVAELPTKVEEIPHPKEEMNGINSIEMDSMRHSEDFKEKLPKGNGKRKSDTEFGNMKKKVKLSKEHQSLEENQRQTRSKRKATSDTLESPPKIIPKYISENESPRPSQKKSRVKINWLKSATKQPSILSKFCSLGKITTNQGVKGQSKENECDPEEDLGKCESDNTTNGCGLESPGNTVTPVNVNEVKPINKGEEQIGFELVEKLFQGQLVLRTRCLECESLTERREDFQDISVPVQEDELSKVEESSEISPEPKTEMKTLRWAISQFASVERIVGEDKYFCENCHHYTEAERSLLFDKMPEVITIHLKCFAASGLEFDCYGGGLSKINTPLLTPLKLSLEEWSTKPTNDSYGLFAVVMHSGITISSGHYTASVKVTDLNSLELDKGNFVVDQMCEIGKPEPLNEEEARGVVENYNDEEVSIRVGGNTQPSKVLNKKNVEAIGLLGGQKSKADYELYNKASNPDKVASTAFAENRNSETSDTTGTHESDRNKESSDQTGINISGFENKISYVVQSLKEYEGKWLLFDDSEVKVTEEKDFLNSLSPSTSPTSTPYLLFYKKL
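In this screen, compounds sit with the deubiquitinase complex (1nM) for 15 min at room temperature before Ub-Rho is added at 150nM final. Fluorescence rise is then followed for 6 reads every 60 seconds.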
Glioma ERSR ind: induces the endoplasmic reticulum stress response in human glioma cells. AID 602332. U87-MG GRP78 promoter luciferase reporter, 16 h. Potency, µM, without a hit: at the highest dose activation, usual class: activators. actives 0.02% (n = 420,000); further: potency means the concentration at half of the fitted maximal effect; series mostly up to about 76 µM; % of control where 0% means no effect; nearly all actives have a fitted effect of over 35% in size
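Stably transfected U87-MG glioma cells carrying a GRP78-based luciferase sensor; 16 h compound incubation. Luminescence end-point read 10 min after Bright-Glo addition at room temperature.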
RGS4 inhibitor: inhibitors of human regulator of G protein signaling 4. Potency, µM (doses to about 114 µM), without a hit: at the top dose activity change, negative = inhibition, hits mostly inhibitors. Transcreener GDP fluorescence polarization, RGS4-accelerated GTP hydrolysis. P49798. actives 0.039% (n = 390,000); further: potency means the concentration at half of the fitted maximal effect; on the % scale 0 is the no-effect control and ±100 the full control effect; nearly all actives have a fitted effect of over 75% in size; some results filed as inactive show a strong effect at the top dose
Target sequence (P49798 whole entry, looked up): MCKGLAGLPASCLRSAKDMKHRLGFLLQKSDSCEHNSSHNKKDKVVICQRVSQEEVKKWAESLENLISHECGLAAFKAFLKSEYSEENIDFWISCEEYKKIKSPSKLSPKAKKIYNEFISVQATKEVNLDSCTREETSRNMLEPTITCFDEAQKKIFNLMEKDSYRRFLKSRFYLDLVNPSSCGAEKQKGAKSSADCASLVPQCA
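MLSMR compounds (23 nl, pin-transferred) preincubated 10 min at room temperature with a 500nM (2x) first reagent, then RGS4 at 900nM (2x) plus Transcreener GDP mix added; fluorescence polarization (620/688 nm) read before and after 90 min at 30 °C.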
Vif-A3F inh: blocks the Vif interaction with APOBEC3F | AID 602313 | HeLa A3F-eYFP + Vif (tagged APOBEC3F with the HIV-1 protein that degrades it), YFP fluorescence increase | actives 0.2% (n = 390,000) | Potency, µM (highest dose often 46.1 µM), without a hit: at the top dose activity, negative = active; further: potency means the concentration at half of the fitted maximal effect; % of control where 0% means no effect; nearly all actives have a fitted effect of over 65% in size
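HeLa cells stably expressing Vif plus C-terminally eYFP-tagged A3F were seeded, incubated overnight at 37 deg C, dosed with compound, incubated overnight again at 37 deg C. Yellow fluorescence (Ex 488/Em 500-530) reported blocked Vif-mediated A3F-eYFP degradation.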
Vif-A3G inh: Vif-A3G binding inhibition; Q9HC16; HeLa A3G-eYFP + Vif (tagged APOBEC3G with the HIV-1 protein that degrades it), YFP fluorescence, overnight; Potency, µM (titrated, usually from 46.1 µM), for the others: at the highest dose activity, negative = active, actives largely listed as inhibitors; actives 0.076% (n = 410,000);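 further: potency means the concentration at half of the fitted maximal effect; on the % scale 0 is the no-effect control and ±100 the full control effect; nearly all actives have a fitted effect of over 60% in size; hits raise eYFP signal because A3G escapes Vif-driven loss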
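HeLa cells stably expressing Vif and C-terminally eYFP-tagged A3G, seeded overnight at 37 deg C, then exposed to compound by pintool overnight at 37 deg C. Rise in yellow fluorescence (Ex 488/Em 500-530, Acumen) marks blocked Vif-driven A3G degradation.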
TrxR1 substrate: is turned over as a substrate by rat TrxR1 | purified TrxR1 substrate turnover, NADPH consumption readout | actives 0.01% (n = 390,000) | AID 588456 | Potency, µM (titrated, usually from 114 µM), for the others: at the highest dose activity change, negative = substrate turnover; further: potency means the concentration at half of the fitted maximal effect; on the % scale 0 is the no-effect control and ±100 the full control effect; nearly all actives have a fitted effect of over 50% in size
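Rat TrxR1, dispensed at 90 nM, was prereduced with 400 uM NADPH (final) for 5 min at ~22 deg C, then incubated with compound 15 min before 400 uM selenite. A first-read NADPH fluorescence drop versus no-compound background flagged substrates.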
LDHA inh: blocks human lactate dehydrogenase A; P00338; purified LDHA, NADH/diaphorase-resazurin fluorescence; stronger effect = lower value; activity change, % (values are at about 110 or 230 µM); actives 0.15% (n = 480,000); in the data active means activity change below about -30%; inconclusive means mostly about -25% to -30%;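 further: plate controls were DMSO wells for no effect and wells without enzyme for full effect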
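LDH5 2 nM; NADH 0.06 mM, pyruvate 0.2 mM; 200 mM Tris pH 7.4, EDTA, Tween-20; 5 min RT. Detection: diaphorase 0.133 mg/mL + resazurin 37 µM, fluorescence ex540/em590 at 0 and 20 min; normalized to enzyme-free and DMSO wells.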
rTrxR1 inhibitor: inhibitors of rat thioredoxin reductase 1; AID 588453; Potency, µM (highest dose often 114 µM), for inactives: top-dose activity change, negative = inhibition, actives largely listed as inhibitors; actives 1% (n = 390,000); recombinant rTrxR1, NADPH fluorescence consumption, selenite substrate; further: potency means the concentration at half of the fitted maximal effect; on the % scale 0 is the no-effect control and ±100 the full control effect; nearly all actives have a fitted effect of over 65% in size
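Rat TrxR1 (90 nM in the dispensed reagent) was pre-reduced with 400 uM NADPH for 5 min at room temperature, then incubated with compound for 15 min. After 400 uM selenite was added, NADPH fluorescence (Ex 340/Em 450 nm) was followed for 8 min.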
mIDH1 inhibitor: blocks human mutant IDH1 R132H enzyme; O75874; IDH1-R132H enzyme, NADPH consumption, diaphorase/resazurin fluorescence; Potency, µM (top dose mostly 76.6 µM), for the others: at the highest dose activity change, negative = inhibition, most hits filed as inhibitors; actives 0.093% (n = 390,000); AID 602179; further: potency means the concentration at half of the fitted maximal effect; on the % scale 0 is the no-effect control and ±100 the full control effect; nearly all actives have a fitted effect of over 65% in size
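IDH1-R132H (0.5 ug/mL dispensed) in pH 7.5 Tris buffer was preincubated 30 min with compound, then given a substrate mix of 0.016 mM NADPH and 2 mM alpha-KG for 80 min at room temperature; remaining NADPH was read by diaphorase/resazurin fluorescence.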
Active calls of the source: *; ? = inconclusive; . = not tested or not shown; & = joins results of further samples; [ ] = another dose, or the depositor's remark. Unless noted, the call rests on the fitted dose curve; in most records, active means well fitted curve in the direction sought with a large enough effect; inconclusive means small, poorly fitted or top-dose-only effect, or another doubt; inactive means no such curve, though single readings can be large; an effect the other way counts as inactive or inconclusive. A portion of the library; the hit share may differ from the screen's.

SMILES | USP1-UAF1 inh | Glioma ERSR ind | RGS4 inhibitor | Vif-A3F inh | Vif-A3G inh | TrxR1 substrate | LDHA inh | rTrxR1 inhibitor | mIDH1 inhibitor
COc1ccc(-c2noc3c2-c2nc(-c4ccc(Cl)cc4)sc2CC3)cc1 | -23% | -5% | -8% | 13% | 1% | 6%[57.1 µM] | 0 | 14%[57.1 µM] | -6%
Cc1cc(C)n(CCC(=O)N/N=C/c2c(O)ccc3ccccc23)n1 | -4% | -6% | 17% | 11% | -14% | -16% | 9 | -20% | 2%
Cc1cccc(C(=O)Nc2ccc(OCc3cc(=O)n4ccsc4n3)cc2)c1 | -21% | -1% | 8% | -5% | -5% | ? | -3 | -23% | 29%
CCc1cccc(NC(=O)c2cn3c4c(ccc(Cl)c4c2=O)OC(C)C3)c1 (stereo not drawn) | 3% | -6% | 7% | 0% | 7% | -6% | -4 | 21% | -6%
CSc1ccc(CCNC(=O)C2CCCN(S(=O)(=O)N(C)c3ccc(F)cc3)C2)cc1 (stereo not drawn) | -23% | -4% | 10% | -7% | 5% | -5% | -10 | 21% | -8%
Cc1ccccc1NC(=O)C1CCCN1/C=C/C(=O)C(F)(F)F (stereo not drawn) | 6% | -2% | 23% | 3% | 4% | -22% | -4 | -23% | 6%
Cc1cc(C(F)F)nn1CC(=O)N1CCSCC1 | -3% | -5% | 29% | -5% | 0% | -3% | -11 | 1% | 1%
CCS(=O)(=O)NCCc1csc(C)n1 | 1% | -3% | 21% | 2% | 3% | 13%[57.1 µM] | -1 | 10%[57.1 µM] | 0%
O=C1NN(c2ccccc2)C(=O)/C1=C/c1ccc(-c2ccc(C(=O)O)cc2)o1 | -22% | 8% | -1% | 0% | -9% | -18% | -5 | ? | 1%
COc1cc(N(C)C)c([N+](=O)[O-])cc1C(=O)NC(C)CNc1ccc([N+](=O)[O-])cc1Cl (stereo not drawn) | -16% | -5% | 2% | -3% | -2% | -19%[57.1 µM] | 3 | 20%[57.1 µM] | 8%
Cc1ccc(CNC(=O)CC(C)S(=O)(=O)c2ccc3c(c2)NC(=O)C(C)S3)cc1 (stereo not drawn) | -21% | 0% | 13% | -9% | -1% | -6% | -2 | -3% | -8%
CC(NC(=O)c1cc(COc2c(F)cccc2F)on1)c1cnn(-c2ccccc2)c1 (stereo not drawn) | -21% | -2% | -14% | 3% | 0% | 1% | 1 | 24% | 6%
COCCNC(=S)Nc1cc(S(=O)(=O)N2CCOCC2)ccc1N1CCCCC1 | -13% | -1% | -85% | -4% | 1% | -9% | -13 | -19%[57.1 µM] | -4%
CC(C)NC(=O)NC(=O)COC(=O)C1(C)CC1(Cl)Cl (stereo not drawn) | -13% | 2% | -16% | -10% | 0% | 4% | -2 | 17% | 20%
CC(c1ccco1)N(C(=O)Nc1ccccc1)C1CCCCC1 (stereo not drawn) | -11% | -2% | 3% | -1% | 4% | -7% | -2 | -5% | 1%
C[C@@H]1CN([C@@H](C)CO)C(=O)CCCn2cc(nn2)CO[C@H]1CN(C)C(=O)c1cc(-c2ccccc2)on1 | -19% | -3% | . | 0% | 0% | . | 1 | . | 0%
Cc1ccc(OCC(=O)Nc2cccc(S(=O)(=O)NC3=NCCCCC3)c2)cc1C | -5% | -4% | -6% | 5% | 1% | -17% | -7 | -11% | -4%
CCC(C)[C@H](NC(=O)c1cc2cc(Cl)ccc2n1C)C(=O)N1CCC[C@H]1C(=O)O (stereo partly drawn) | -11% | 2% | -7% | 5% | -4% | 8% | -8 | -7% | -4%
CN1CCN(NC(=O)c2ccc(S(=O)(=O)N3CCCCCC3)cc2)CC1 | -9% | -2% | 15% | 0% | 0% | 8%[57.1 µM] | -7 | 35%[57.1 µM] | 8%
CC(C)(C)N1NC(=O)Nc2ccccc2C1=O | -11% | -6% | 23% | -2% | 1% | 4%[57.1 µM] | 1 | 2%[57.1 µM] | 4%
CCOC(=O)C(NC(=O)c1ccccc1)(N1CCOCC1)C(F)(F)F (stereo not drawn) | 6% | -6% | 20% | 0% | -1% | 7% | 0 | 10% | 0%
CC1(C)CCC(=O)C=C1Nc1ccc(F)c(Cl)c1 | -7% | -4% | -1% | 4% | 1% | -3% | -8 | 14% | -5%
CC(C)NS(=O)(=O)c1ccc2c(c1)NCC2 | -10% | -2% | 34% | 5% | 1% | 12%[57.1 µM] | -3 | 15%[57.1 µM] | -2%
CCC(=O)N(CC)Cc1cc(=O)[nH]c2ccccc12 | -13% | -4% | -6% | -23% | -3% | 7%[57.1 µM] | -6&0 | -2%[57.1 µM] | 3%
CC(C)OCCCNC(=O)c1ccc2c(=O)n(CCc3ccccc3)c(=O)[nH]c2c1 | -29% | 1% | -8% | -4% | 2% | 3% | -2 | 15% | 7%
CCN(Cc1nc(-c2cccc(C)c2)no1)S(=O)(=O)c1ccc(C)cc1 | -14% | . | -3% | . | . | -2% | -2 | 10% | .
O=C(Nc1cc(C(F)(F)F)ccc1N1CCOCC1)c1cccnc1Cl | -4% | 1% | 4% | 2% | 0% | 19%[57.1 µM] | -3 | 21%[57.1 µM] | 3%
Cc1cc2ccccc2n2c(SCC(=O)NCC3CCCO3)nnc12 (stereo not drawn) | -8% | -3% | -15% | 2% | 0% | -2% | 0 | -7% | 8%
CC1CCCN(Cc2nc3c(c(=O)n(C)c(=O)n3C)n2Cc2ccc(Cl)cc2Cl)C1 (stereo not drawn) | -20% | 0% | -1% | -5% | 0% | 5% | -7 | 27% | -19%
Cc1ccc(C(=O)Nc2ccc(N3CCOCC3)cc2)cc1 | 5% | 1% | -9% | -6% | -3% | 5% | 0 | 12% | 0%
CCOC(=O)Nc1ccc(S(=O)(=O)N2CCC(c3nc4ccccc4[nH]3)CC2)cc1 | -11% | -1% | . | -2% | -3% | . | -3 | . | -6%
C[C@H](CO)N1C[C@H](C)[C@@H](CN(C)Cc2ccccc2)OCCCC[C@H](C)Oc2ccc(N(C)C)cc2C1=O | -20% | -1% | . | -1% | -2% | . | -9 | . | -6%
CC(=O)c1cccc(NC(=O)N2CCC(NC(=O)C34CC5CC(CC(C5)C3)C4)CC2)c1 | -15% | -3% | -16% | 3% | -1% | -2%[57.1 µM] | 1 | 20%[57.1 µM] | 3%
COc1cccc(C(O)c2nc3ccccc3n2C(C)C)c1 (stereo not drawn) | -11% | -4% | -3% | -4% | -10% | 5%[2.29 µM] | -3 | 9%[2.29 µM] | 0%
Cc1ccc(CC(=O)OCCNC(=O)c2cccnc2)cc1 | -6% | -4% | -11% | -9% | 1% | 7% | -5 | 5% | 0%
C[C@H](CO)N1C[C@H](C)[C@@H](CN(C)Cc2cccnc2)OCc2cnnn2CCCC1=O | -23% | -6% | . | 0% | -7% | . | 6 | . | 11%
CN1C(=O)C(CC(=O)NCCc2ccccc2)N(NC(=O)c2ccc(Cl)cc2)C1=S (stereo not drawn) | -8% | -4% | -9% | -4% | -1% | -11% | -3 | -22% | 1%
CN(C)c1ccc(/C=N/Nc2nc3ccccc3o2)cc1 | -20% | -14% | 25% | -1% | -1% | 7% | -1 | 13% | 1%
CCCCc1nn2c(=O)cc(COC(=O)CNC(=O)COc3ccc(C)cc3)nc2s1 | 1% | -2% | -1% | 3% | 1% | -3%[57.1 µM] | -3 | -1%[57.1 µM] | 2%
Cc1cc2nc(-c3ccc(OCc4ccc(F)cc4)cc3)cc(C(F)(F)F)n2n1 | -21% | -1% | -10% | -5% | -1% | 34% | -7 | 5% | 6%
Cn1c(=O)c2c(SCC(=O)NCc3ccco3)nc(-c3ccccc3F)nc2n(C)c1=O | -14% | 3% | -7% | -5% | 0% | -2%[57.1 µM] | 2 | 16%[57.1 µM] | -2%
CCCCn1c(SCc2nnc(-c3ccccc3)o2)nc2c1c(=O)n(C)c(=O)n2C | -8% | 0% | 33% | -7% | 1% | 9% | -8 | 17% | 3%
COc1ccc(-c2oc(/N=C/N3CCOCC3)c(C#N)c2-c2ccc(OC)cc2)cc1 | -20% | -1% | -21% | -16% | 2% | -9% | 7 | -9% | 3%
Cc1cccc(NC(=O)c2sc3nc(N)c(C#N)cc3c2N)c1 | 6% | ? | -16% | -2% | -17% | -7% | 4 | -13% | 8%
Oc1ccccc1/C=N/n1cnn(Cc2ccccc2Cl)c1=S | -15% | 0% | ? | 2% | -3% | -6% | 5 | -4% | 13%
COc1ccc(COC(=O)c2cc(S(=O)(=O)N3CCCCC3)ccc2N2CCOCC2)cc1 | -19% | -7% | -21% | -23% | -1% | -1% | -1&2 | 6% | 4%
O=C(NC1CCCC1)c1ccc(CNc2c(N3CCOCC3)c(=O)c2=O)cc1 | ? | -3% | 9% | 3% | 0% | -6% | -12 | 6% | 3%

Nothing new here: entries from further up.
SMILES | USP1-UAF1 inh | Glioma ERSR ind | RGS4 inhibitor | Vif-A3F inh | Vif-A3G inh | TrxR1 substrate | LDHA inh | rTrxR1 inhibitor | mIDH1 inhibitor
COc1ccc(-c2noc3c2-c2nc(-c4ccc(Cl)cc4)sc2CC3)cc1 | -23% | -5% | -8% | 13% | 1% | 6%[57.1 µM] | 0 | 14%[57.1 µM] | -6%
Cc1cc(C)n(CCC(=O)N/N=C/c2c(O)ccc3ccccc23)n1 | -4% | -6% | 17% | 11% | -14% | -16% | 9 | -20% | 2%
